Screening results (PubChem BioAssay)
eLon inh: inhibitors of E. coli Lon protease; AID 602123; P0A9M0; purified E. coli Lon protease, fluorescence polarization; inhibition, % at 7.94 µM; actives 0.42% (n = 360,000); in the data active means inhibition above about 13%, passing the limit was not always enough;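 further: 0% = enzyme with probe and DMSO and 100% = no enzyme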
NRP1-CendR mod: alters CendR peptide binding to human NRP-1 | actives 0.85% (n = 360,000) | AID 602438 | inhibition, % at 25 µM | O14786 | FAM-RPARPAR peptide binding to NRP-1, fluorescence polarization;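 active means inhibition or corrected inhibition above about 18%, plus a signal ratio from 0.5 to 1.5, limit read from the data, passing the limit was not always enough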; further: strong numbers were not always called active
Rin1 Abl inh: blocks binding of human Rin1 to Abl | AID 588664 | P00519+Q13671 | TR-FRET Rin1/Abl binding, biochemical | inhibition, % at 7.35 µM | actives 0.4% (n = 360,000); in the data active means inhibition above about 5%, passing the limit was not always enough
FAS-TE inh: FAS thioesterase (human) inhibition. P49327. recombinant FAS-TE, OMFH fluorogenic substrate, fluorescence endpoint. inhibition, % at 15 µM. actives 0.67% (n = 360,000). AID 602261;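 active means compounds whose normalised, plate-corrected inhibition of enzyme fluorescence in the single-dose primary screen is 50% or more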;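 further: 0% = DMSO with enzyme and 100% = substrate without enzyme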
MT1-MMP act inh: MT1-MMP (human) activation inhibition; P50281; HT1080 RFP-PRO-GFP cells, GFP/RFP ratio fluorescence, overnight; percent of plate control window, DMSO zero; GFP/RFP ratio change, % at 20 µM; actives 0.061% (n = 360,000);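 active means GFP/RFP ratio change of at least 30% with cell ATP level not reduced by more than half and red fluorescence within 50% of control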; further: strong numbers were not always called active
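system = RFP-PRO-GFP reporter HT1080 cells | dosing = 20 µM single dose, 1% DMSO | timing = overnight cell settling, then overnight compound exposure, 37 °C, 5% CO2 | read-out basis = GFP/RFP fluorescence ratio | controls = DMSO and RFP-L50D-GFP cell wells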
MsrA inhibitor: inhibits bovine methionine sulfoxide reductase A; purified bovine MsrA, absorbance read-out; AID 651718; actives 0.75% (n = 360,000); inhibition, % at 15.5 µM; in the data active means inhibition above about 4.5%;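 further: 0% = vehicle wells with enzyme and 100% = reference inhibitor wells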
Neddyl block: cullin neddylation inhibition; calls only at 25 µM; TR-FRET cullin neddylation, biochemical; actives 0.58% (n = 360,000); P61081+Q13564; in the data active means inhibition above about 36%
SKN-1 inh: C. elegans SKN-1 inhibition | C. elegans VP596 Pgst-4::GFP/RFP ratio, acrylamide-induced, 24 h | inhibition, % at 21.8 µM | actives 0.49% (n = 360,000) | AID 624304;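 active means interference check ratio from 0.5 to 1.5 plus GFP to RFP signal ratio inhibition reaching or exceeding a fixed threshold, cut at about 30% in these data, passing the limit was not always enough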; further: some compounds called inactive have numbers as strong as hits
MsrA act: activators of bovine methionine sulfoxide reductase A | purified bovine MsrA, absorbance read-out | activation, % at 10.6 µM | actives 0.3% (n = 360,000) | AID 602163; in the data active means activation above about 7.5%;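 further: 0% = vehicle and 100% = reference activator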
Numbers without * were called inactive; i = inactive; x = no result given; + = active, no number.

SMILES	eLon inh	NRP1-CendR mod	Rin1 Abl inh	FAS-TE inh	MT1-MMP act inh	MsrA inhibitor	Neddyl block	SKN-1 inh	MsrA act
Cc1ccccc1CS(=O)(=O)c1ncc(Cl)c(C(=O)Nc2ccc(F)cc2)n1	5	11	2	50*	-5	2.4	i	-5	-9
COc1ccc(C=NNc2ccc([N+](=O)[O-])cc2S(=O)(=O)Nc2ccccc2C(=O)O)cc1OC	-31	-74	4	42	2	1.4	i	7	-2
CCC1=NN2C(=N)/C(=C/c3cc(C)n(-c4ccccc4)c3C)C(=O)N=C2S1	-4	-17	0	-4	1	-1.4	x	-11	-2
Cc1ccc(C2=NN=C(NC(=O)CSc3nncn3C)SC2)cc1	-5	-13	-2	-20	-6	2.8	i	15	0
N#Cc1c(NC2CCCCC2)nc(-c2ccco2)c2c1CCCC2	1	-38	0	5	-6	x	x	5	-6
CN1C(=O)S/C(=C\c2ccccc2OCc2ccc(C(=O)O)cc2)C1=O	-6	-12	-3	-6	0	4.2	i	8	0
O=C(CC(C(=O)N1CCc2ccccc21)n1ccnc1)N1CCc2ccccc2C1 (stereo not drawn)	-11	-8	-3	-5	-4	0.4	i	-27	-5
Cc1cccc(NC(=O)/C(C#N)=C\c2cccnc2)c1	-18	-22	-3	-1	-3	-1.2	i	11	-9
NC(=O)CCN1CCN(CCOC2Cc3cc(Cl)ccc3Sc3ccccc32)CC1 (stereo not drawn)	-9	0	0	-4	-9	-0.8	i	7	6
CC(C)=CCC[C@H](C)CC1Cc2[nH]c(=S)[nH]c(=O)c2C(c2ccc(Cl)cc2)O1 (stereo partly drawn)	-8	-28	x	26	12	1.1	i	0	-11
O=C(c1ccc(NS(=O)(=O)c2cccs2)cc1)N1CCOCC1	-2	20	4	-3	-4	-0.3	i	-2	-4
COc1ccc(-c2nn(C)c(=O)c3ccccc23)cc1CNS(C)(=O)=O	0	-1	0	-8	8	0.2	i	23	-2
CCc1ccc(C(O)(CC)C(CN2CCOCC2)c2ccccc2)cc1 (stereo not drawn)	-6	-4	1	7	-8	1.9	i	14	-1
Cc1noc(C)c1C(=O)N1CCN(c2ccc(OCc3ccccc3)cc2)CC1	7	2	3	35	8	1.2	i	2	-5
CC(C)(C)c1ccc(C(=O)NCCC(=O)Nc2cc(Cl)ccc2N2CCOCC2)cc1	-2	-9	-2	67*	-1	0.8	i	15	-1
Cc1ccc2nc(NC(=O)C3CCN(C(=O)c4ccc(F)cc4)CC3)sc2c1	-4	11	-1	6	2	-0.6	i	-14	1
COc1ccc(-c2ccc(C#N)c(SCC(=O)NCCc3ccccc3)n2)cc1OC	-10	3	-2	4	1	x	x	0	-3
CCN(CC)c1ccc(N=Cc2ccccc2[N+](=O)[O-])cc1	15	-13	-1	-1	52*	0.2	i	10	-1
Cc1csc(NC(=O)C2CCN(C(=O)CSc3nnc(C)n3Cc3ccccc3)CC2)n1	-2	4	-4	-9	6	-0.7	i	-3	-2
NC(=O)c1ccc(NC(=O)CSC(=O)c2ccccc2)cc1	0	-13	-1	-7	0	-0.4	i	2	-2

4 neighbouring records from above, for reference:
SMILES	eLon inh	NRP1-CendR mod	Rin1 Abl inh	FAS-TE inh	MT1-MMP act inh	MsrA inhibitor	Neddyl block	SKN-1 inh	MsrA act
CCc1ccc(C(O)(CC)C(CN2CCOCC2)c2ccccc2)cc1 (stereo not drawn)	-6	-4	1	7	-8	1.9	i	14	-1
Cc1noc(C)c1C(=O)N1CCN(c2ccc(OCc3ccccc3)cc2)CC1	7	2	3	35	8	1.2	i	2	-5
CC(C)(C)c1ccc(C(=O)NCCC(=O)Nc2cc(Cl)ccc2N2CCOCC2)cc1	-2	-9	-2	67*	-1	0.8	i	15	-1
Cc1ccc2nc(NC(=O)C3CCN(C(=O)c4ccc(F)cc4)CC3)sc2c1	-4	11	-1	6	2	-0.6	i	-14	1

The list continues:
SMILES	eLon inh	NRP1-CendR mod	Rin1 Abl inh	FAS-TE inh	MT1-MMP act inh	MsrA inhibitor	Neddyl block	SKN-1 inh	MsrA act
Cc1c(NC(=S)NCc2ccc(F)cc2)cccc1[N+](=O)[O-]	-5	6	-1	16	-5	1.0	i	9	1
CC(C)Oc1ccc(OCCCN2CCCCCC2)cc1	-1	2	1	-5	-4	-2.0	i	5	-2
O=C(NC1CCS(=O)(=O)C1)c1ccc(Br)s1 (stereo not drawn)	7	1	5	-5	-1	0.5	i	-2	-7
Cc1cc2c(c(C)c1CCO[C@@H]1O[C@H](CO)[C@@H](O)[C@H](O)[C@H]1O)C(=O)[C@@H](C)[C@@H]2O	-1	-34	4	-14	-2	0.0	i	8	-4
CCOc1ccc2nc(SCC(=O)Nc3ccc4c(c3)OCCO4)[nH]c2c1	3	9	-2	6	-3	-0.8	i	-5	-3
CCn1c(C)nc2cc(C(=O)NNS(=O)(=O)c3ccc(C)c(C)c3)ccc21	8	4	3	-8	-2	x	i	-15	-5
CSc1cccc(NC(=O)C2CCN(C(=O)c3ccccc3C)CC2)c1	-4	1	1	-6	0	-0.1	i	-5	-3
CC(NS(C)(=O)=O)C(c1cccs1)N1CCN(Cc2ccccc2)CC1 (stereo not drawn)	-5	4	1	-4	2	0.4	i	-7	-2
CC(=O)N1N=C(c2cccc([N+](=O)[O-])c2)OC1c1ccccc1Cl (stereo not drawn)	-3	9	3	50	-2	-0.6	i	9	-3
O=C(Nc1ccc(O)cc1)C1CC=CCC1 (stereo not drawn)	-1	1	4	-8	20	-0.9	i	22	-2
CCOC(=O)c1cc2occc2n1Cc1c(F)cccc1Cl	-16	-18	-2	16	-8	-0.2	i	6	-3
Cc1ccc(C(=O)C2=C(O)C(=O)N(Cc3cccnc3)C2c2ccc(Cl)cc2)o1 (stereo not drawn)	8	2	1	11	3	0.7	i	-20	-12
Cc1cc(OC(F)F)ccc1NC(=O)Nc1ccc([N+](=O)[O-])cc1	-2	-11	1	9	0	0.3	i	-16	0
COc1cccc(-c2ncc3ccccc3c2COC(=O)CCCC(=O)O)c1	-3	15	2	-15	4	-0.1	i	7	-1
CC1(C)CC(NCc2ccc3c(c2)OCO3)CCO1 (stereo not drawn)	5	18	3	-2	1	-0.6	i	10	2
Cn1c(CC(=O)Nc2ccc(Cl)c(Cl)c2)nnc1SCC(=O)Nc1nccs1	3	-8	1	-9	-1	-0.4	i	1	-1
CCOCCC(=O)Nc1ncc(S(=O)(=O)c2ccc([N+](=O)[O-])cc2)s1	-3	7	3	4	1	0.5	i	12	0
O=C(CN1C(=O)c2ccccc2C1=O)Nc1cc([N+](=O)[O-])ccc1O	3	-9	-1	11	12	-0.1	i	-14	-3
COc1cc(NC(=O)COC(=O)CSc2ccccc2F)c(C)cc1[N+](=O)[O-]	-5	-10	0	-7	0	0.6	i	-10	-10
COc1ccc(Br)cc1/C=N/N1C(=O)CSC1=S	-12	-4	3	4	-3	2.1	i	5	-7
CN(C)c1nc(C(=O)O)nc(N2CCOCC2)n1	-1	-6	1	-5	3	0.5	i	-8	-2
O=C(NCc1ccco1)c1ccccc1-c1nc(-c2ccccc2)no1	-2	-6	3	0	-8	-1.4	i	-19	-11
COc1ccccc1/C=C(\NC(=O)c1ccccc1)C(=O)NCc1ccco1	-1	16	4	-1	-2	0.4	i	-1	0
CCCO/N=C1/C(=O)N(c2ccccc2)c2ccccc21	-7	-2	-4	8	-3	-0.9	i	23	-1
O=C(CCN1C(=O)/C(=C\c2ccccc2)SC1=S)NNC(=O)c1cccnc1	-3	-1	4	-11	4	-0.6	i	3	-6
Cc1cc(=O)cc(C)n1-c1ccccc1N	-5	4	2	-5	2	-0.5	i	12	-3
O=C(NNS(=O)(=O)c1ccc2ccccc2c1)C1CCN(Cc2ccccc2)CC1	-1	3	-1	-5	0	0.9	i	-2	-4
CC(=O)Oc1ccccc1C1OCCN1C(C)=O (stereo not drawn)	-4	2	1	-2	-5	-0.2	i	27	-3
CC(C)Oc1cccc(C(=O)NC(=S)Nc2cccc(C(F)(F)F)c2)c1	-1	10	3	22	1	0.7	i	-1	-6
CCOc1ccccc1NC(=O)NNS(=O)(=O)c1cc(C)ccc1C	-1	20	-1	9	1	1.9	i	-4	-1
COc1ccc(-c2cc(=O)oc3c(C)c(OCc4nn[nH]n4)ccc23)cc1	-7	-26	-2	62*	1	2.3	i	-13	-5
N#CC1(NC(=O)COc2ccc3ccc(=O)oc3c2)CCCCC1	-5	6	2	-4	-1	0.6	i	7	0
O=C(c1ccco1)N1CCN(C(=O)C2CC2)CC1	1	-4	1	-10	4	0.1	i	8	-6
CN1C(=O)Cc2cc(S(=O)(=O)N3CCOCC3)ccc21	-3	13	2	-6	0	-0.4	i	-20	-1
CCOC(=O)C1=C(C)N(CCCC(=O)O)C(=O)NC1c1ccc(Cl)cc1Cl (stereo not drawn)	-4	4	0	-10	2	-0.4	i	-9	3
Cc1ccc(S(=O)(=O)N2C[C@H]3[C@H]4C(=O)N(c5ccccc5)C(=O)[C@H]4CC(=O)[C@H]3[C@@H]2c2ccccc2F)cc1	4	25*	-2	20	3	0.4	i	6	-2
Nc1cccc(NC(=O)CCC(=O)NCc2ccco2)c1	-10	15	2	-5	2	0.5	i	21	-1
CC1(C)CN(Cc2ccccc2)C(=O)[C@H]1CC(=O)Nc1ccc(Br)cc1	-5	2	-5	10	-5	-0.6	i	10	-2
O=C(CSc1nnc(CNc2ccc(F)cc2)n1Cc1ccccc1)NCc1ccccc1	-5	4	1	4	-3	-0.6	i	4	-2
CC(C)(C)OC(=O)C[C@H]1C/C=C\C[C@H](CC(=O)N(CCO)Cc2ccccc2)C(=O)N[C@H](C(C)(C)C)COC1=O	3	-2	2	-3	1	-0.4	i	0	1
COc1ccc(OC)c(NC(=O)C2CCN(S(=O)(=O)c3ccc4c(c3)OCCO4)CC2)c1	-2	-4	1	6	0	0.2	i	-9	0
CCOCCCNC(=O)CCNS(=O)(=O)c1ccc(C)cc1	1	2	-3	-5	0	1.0	i	-4	-2
CCCCCCN1C[C@@H](O)[C@H](n2cc(C3CC3)nn2)C[C@@H]1c1ccc(Cl)cc1	0	-5	-3	22	-5	-0.3	i	-24	-5
COc1ccc(Cl)cc1N(C(C)C(=O)NC1CCCC1)S(C)(=O)=O (stereo not drawn)	-9	9	2	-5	4	0.8	i	8	-3
O=C(NCCc1cnccn1)C1CCC(=O)N(Cc2ccc(Cl)cc2)C1 (stereo not drawn)	-2	0	-1	-7	0	0.7	i	15	-3
CCN(CC(=O)Nc1cc(Cl)ccc1C)C(=O)CSCc1ccccc1	-2	8	1	14	1	-0.2	i	15	-3
CC(=O)Nc1ccc(NC(=O)C2C3CCC(C3)C2C(=O)O)cc1 (stereo not drawn)	4	4	2	-3	1	0.9	i	4	-3
O=C(N/N=C/c1cn(-c2ccccc2)nc1-c1ccccc1)c1ccco1	11	2	-6	12	3	3.2	+	-5	-5
Nc1c(N)c2ccccc2oc1=O	1	0	2	-9	2	2.5	i	9	-3
CCCn1nnc(NC(=O)/C=C/c2ccco2)n1	0	9	-1	-6	0	1.1	i	4	-4

Additional entries.
SMILES	eLon inh	NRP1-CendR mod	Rin1 Abl inh	FAS-TE inh	MT1-MMP act inh	MsrA inhibitor	Neddyl block	SKN-1 inh	MsrA act
Cc1ccc(S(=O)(=O)N(CCC(=O)NCc2ccc(S(N)(=O)=O)cc2)c2ccccc2)cc1	-6	11	4	-4	1	0.2	i	-2	-2
Cc1ccc(CN2CCN(Cc3ccccn3)CC2CCO)cc1 (stereo not drawn)	3	1	-2	-4	0	-0.3	i	-10	-1
Clc1ccc2nc3ccccc3cc2c1	6	4	2	-11	1	0.0	i	4	-1
Cc1cccc(NC(=O)CN2C(=O)CCSc3ccc(S(=O)(=O)N4CCOCC4)cc32)c1C	5	-4	2	-5	0	1.0	i	-2	-1
